Screens as filed in PubChem BioAssay.
AHR act – human AHR activation. AHR-responsive luciferase reporter cells, luminescence. activation, % at 5 µM. actives 2.5% (n = 320,000). AID 2796; in the data active = activation above about 47%;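 note: 0% = vehicle wells and 100% = reference agonist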
procasp7 counter – counter-screen: procaspase-7 (human) activation; actives 0.093% (n = 330,000); activation, % at 8.5 µM; recombinant procaspase-7, Ac-DEVD-pNA absorbance 405 nm; D23A/D198A/D206A triple mutant, cannot self-cleave; scale: DMSO 0, 5 µM enzyme 100;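 active = percent activation above the screen-wide mean plus 3 SD, cut at about 25% in these data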
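Test system: Procaspase-7 triple mutant (PC-7 D3A). Also added: Ac-DEVD-pNA substrate, 400 µM as added. Schedule: 1 h enzyme–compound preincubation and 2 h substrate reaction, both 25 °C. Signal: p-Nitroaniline absorbance at 405 nm, read at 0 and 120 min. Control set: low DMSO alone, high DMSO plus 5 µM PC-7.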
MEP2-GFP yeast – yeast TOR pathway MEP2-GFP modulation | actives 0.51% (n = 330,000) | GFP response vs DMSO, % at 10 µM | S. cerevisiae MEP2-GFP strain, flow cytometry GFP, 3 h; 100% = DMSO control level | AID 2016;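 active = GFP response versus DMSO above a set limit, roughly screen mean plus 3 SD, cut at about 180% in these data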;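 note: median GFP fluorescence of the barcode-gated MEP2-GFP cells per well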
procasp3 activ – activates human procaspase-3; actives 0.11% (n = 330,000); P42574; activation, % at 8.5 µM; recombinant procaspase-3 D3A, Ac-DEVD-pNA absorbance 405 nm;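 active = activation above the mean of all tested compounds plus 3 SD, cut at about 21% in these data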;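 note: 0% = DMSO alone and 100% = DMSO wells spiked with extra 5 µM PC-3 D3A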
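Compound: 8.5 µM single point, 0.8% DMSO / Material: Autoprocessing-dead procaspase-3 D3A mutant enzyme / Timing: 1 h preincubation plus 2 h reaction at 25 °C / Medium: Zinc-free HEPES/NaCl buffer with 0.01% Triton X-100 at pH 7.4 / Technique: 405 nm absorbance of p-nitroaniline, reads at 0 and 120 min / Repeats: one well per compound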
ZTA DNA inh – counter-screen for EBNA-1 inhibitors: inhibitors of Epstein-Barr virus ZTA; inhibition, % at 11 µM; P03206; ZTA-DNA binding, fluorescence polarization; actives 0.15% (n = 320,000); in the data active = inhibition above about 33%
LAP4 TOR yeast – yeast TOR pathway LAP4-GFP modulation. S. cerevisiae LAP4-GFP multiplex, flow cytometry GFP, 3 h; median GFP as percent of DMSO wells. GFP response vs DMSO, % at 10 µM. actives 0.34% (n = 320,000);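 active = GFP response vs DMSO above a set limit, about the screen mean plus 3 SD, cut at about 150% in these data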
RPL19A TOR yeast – alters RPL19A-GFP fluorescence in TOR pathway yeast screen; S. cerevisiae RPL19A-GFP strain, flow cytometry, 3 h; active compounds read low; percent response vs DMSO, % at 10 µM; actives 0.3% (n = 330,000); AID 2025;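 active = percent response vs DMSO below 50%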;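 note: median channel GFP fluorescence of the barcoded RPL19A-GFP strain; ratio of sample median GFP to plate DMSO average so 100% = DMSO; lower means less RPL19A-GFP as with rapamycin TOR inhibition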
EBNA-1 inhibitor – blocks EBNA-1 binding to DNA | EBNA-1 DNA binding, fluorescence polarization | inhibition, % at 14.8 µM | actives 0.34% (n = 300,000) | AID 1950; in the data active = inhibition above about 28%
Starred values were filed as active, the others as inactive; · = no result given.

SMILES | AHR act | procasp7 counter | MEP2-GFP yeast | procasp3 activ | ZTA DNA inh | LAP4 TOR yeast | RPL19A TOR yeast | EBNA-1 inhibitor
Cc1ccc2c(c1)cc(C(=O)NCc1ccccc1)n2C | 8 | 0 | 98 | -9 | -18 | 85 | 106 | -8
NC(=O)CSc1nc2ccccc2n1Cc1ccccc1F | 1 | 2 | 99 | -7 | 2 | 99 | 101 | 11
Cc1cc(C(C)(C)C)cc(C)c1COC(=O)CN1C(=O)NC2(CCCC2)C1=O | -1 | 11 | 96 | -2 | -3 | 100 | 97 | ·
Cc1ccc(NC(=O)C2CCC(N3C(=O)C4CCCCC4C3=O)CC2)cc1 (stereo not given) | 0 | 1 | 102 | 0 | -8 | 96 | 99 | 2
CC(C)Cc1ccc(CN2CCCC(NC(=O)CSc3nncn3C)C2)cc1 (stereo not given) | 3 | -1 | 108 | -3 | -17 | 96 | 92 | 2
CC(C)c1ccccc1OCCCCN1CCCCC1 | -2 | 4 | 107 | 0 | -5 | 108 | 102 | 0
C/C(=N\NC(=O)c1cc([N+](=O)[O-])cc([N+](=O)[O-])c1)c1ccco1 | 8 | 1 | 94 | 7 | -10 | 98 | 99 | 4
COc1ccc(-c2nnc3n2CCCCC3)cc1 | 2 | 8 | 104 | 9 | -7 | 94 | 104 | 5
CCN1CCN(C(=O)CCc2nc3ccccc3n2-c2ccccc2)CC1 | 1 | 8 | 98 | 4 | -27 | 78 | 103 | -2
Cc1ccc(NC(=O)CCc2nnc3ccc(N4CCC(C)CC4)nn23)nc1 | -2 | -4 | 105 | 2 | -13 | 103 | 101 | -9
CC(Oc1ccccc1)C(=O)N=Nc1c(O)[nH]c2ccc([N+](=O)[O-])cc12 (stereo not given) | 63* | 4 | 111 | 10 | -16 | 108 | 112 | -11
O=C(CSc1nc(-c2ccncc2)nn1CC(=O)N1CCCCC1)NC1CCCC1 | 1 | 1 | 96 | -1 | -8 | 93 | 98 | -1
CCCOC1OC(=O)c2c1ccc(OC)c2OC (stereo not given) | 5 | 3 | 100 | 0 | 4 | 96 | 102 | 7
O=C(c1cccc(Cl)c1)N1CCC(N2CCC(C(=O)N3CCOCC3)CC2)CC1 | -3 | 8 | 96 | 9 | -21 | 93 | 103 | 2
CC1CCN(CC(C)OC(=O)c2ccc3c(c2)OCCO3)CC1 (stereo not given) | 3 | -7 | 113 | -3 | 3 | 102 | 101 | 5
OC(COc1ccc(CNCc2cccnc2)cc1)CN1CCc2ccccc2C1 (stereo not given) | 6 | -13 | 109 | -3 | -3 | 94 | 104 | 9
O=C1CC(SCCO)C(=O)N1c1ccccc1 (stereo not given) | -5 | -20 | 100 | -20 | 2 | 95 | · | -8
O=C(COc1ccc2ccccc2c1Br)N1CCN(c2ccccn2)CC1 | 2 | -9 | 95 | 12 | 1 | 109 | · | -11
O=C(O)C1CCN(C(=O)CSc2nc3cc(Cl)ccc3c(=O)n2Cc2ccccc2)CC1 | -1 | 7 | 109 | 1 | -13 | 111 | 102 | -1
COC(=O)COc1nc(C)c2c(c1C#N)CC(C)(C)OC2 | 2 | -7 | 102 | 9 | -2 | 100 | 100 | -7
Cc1cc(NS(=O)(=O)c2ccc(NC(=O)COc3c(C)cc(Br)cc3C)cc2)no1 | -1 | -9 | 92 | -4 | -6 | 97 | 96 | -1
N/C(=N\OC(=O)COc1ccc2ccccc2c1)c1cccnc1 | 8 | -6 | 101 | 1 | -2 | 90 | 98 | 7
COc1cccc(C(=O)NCCS(=O)(=O)N2CCCCC2)c1 | 1 | 0 | 102 | -1 | 1 | 99 | 101 | -2
COc1ccccc1CNC(=O)[C@H](C)NC(=O)C1CCN(C(=O)[C@H](CCSC)NC(=O)OC(C)(C)C)CC1 | 1 | 10 | 109 | 12 | -3 | 102 | 99 | 2
Cc1ccc(C)c(SCc2noc(C(=O)NC(C)C)c2C(=O)O)c1 | 2 | 4 | · | 7 | 6 | · | · | 19
O=C(Cc1ncc(C(F)(F)F)cc1Cl)Nc1ccc(F)cc1 | 40 | 5 | 102 | -9 | -3 | 96 | 98 | -7
O=C(O)c1ccc(C2NCC(c3ccccc3Cl)c3c2[nH]c2ccccc32)cc1 (stereo not given) | 2 | -2 | 105 | -2 | -14 | 105 | 98 | 4
Cc1cc(=O)[nH]c(SCC(=O)N2CCc3ccccc3C2)n1 | 5 | 0 | 98 | 2 | 8 | 94 | 99 | 1
CCn1c(CNC(=O)c2cccnc2)cc2ccccc21 | 11 | -4 | 99 | -1 | 16 | 98 | 105 | 7
COc1ccccc1NC(=O)CSc1nnc2ccc(-c3cccnc3)nn12 | 58* | 2 | 118 | 7 | -14 | 115 | 96 | -3
CCOC(=O)c1c(N=CN(C)C)c2cc([N+](=O)[O-])cnc2n1C | 4 | 3 | 102 | 1 | -5 | 100 | 100 | -4
NC(=O)c1ccc(NC(=O)CCCNC(=O)c2ccc(Cl)cc2)cc1 | 1 | -3 | 84 | 0 | -7 | 86 | 91 | -26
COC(=O)c1cn(NC(=O)Cc2cccc(OC)c2)c(=O)c2ccccc12 | 3 | 3 | 107 | 2 | 4 | 92 | 96 | -5
O=C(NCc1ccco1)c1nc2ncccn2n1 | 0 | -6 | 92 | -9 | -16 | 94 | 95 | -6
COC(=O)C1=NNC2(c3ccc(Cl)cc3)C(=O)N(c3ccccc3)C(=O)C12 (stereo not given) | 3 | 9 | 104 | 12 | -9 | 102 | 101 | 2
CCc1nc2ccccc2n1CC(=O)NC1CCS(=O)(=O)C1 (stereo not given) | -1 | 9 | 103 | 9 | · | 101 | 95 | ·

Single entries from the entries so far.
`CCc1nc2ccccc2n1CC(=O)NC1CCS(=O)(=O)C1` (stereo not given) in MEP2-GFP yeast → 103
`NC(=O)c1ccc(NC(=O)CCCNC(=O)c2ccc(Cl)cc2)cc1` in procasp3 activ → 0
`CCOC(=O)c1c(N=CN(C)C)c2cc([N+](=O)[O-])cnc2n1C` in AHR act → 4
`COc1ccccc1NC(=O)CSc1nnc2ccc(-c3cccnc3)nn12` in LAP4 TOR yeast → 115
`CCn1c(CNC(=O)c2cccnc2)cc2ccccc21` in AHR act → 11

Additional records follow:
SMILES | AHR act | procasp7 counter | MEP2-GFP yeast | procasp3 activ | ZTA DNA inh | LAP4 TOR yeast | RPL19A TOR yeast | EBNA-1 inhibitor
Cc1nnc(NC(=O)CSc2nccn2Cc2ccc(F)cc2)s1 | 10 | -2 | 106 | -5 | -6 | 107 | 110 | -1
CCn1cc(C(=O)NCCCOC)c2cc(OC)c(OC)cc2c1=O | 1 | -2 | 100 | 3 | -13 | 89 | 100 | -16
CN(CCc1ccccn1)C(=O)c1ccc(OC(F)(F)F)cc1 | 2 | 3 | 103 | 5 | 17 | 100 | 112 | 10
CCC(C)Sc1ccc([C@@H]2[C@H]3C(=O)N(CC)C(=O)[C@H]3[C@]3(C(=O)OC)CCCCN23)cc1 (stereo not given in full) | 2 | 2 | 101 | -7 | 0 | 116 | 101 | -3
Nc1nc(Nc2ccc(Cl)cc2)nc2ccccc12 | 7 | 7 | 103 | -2 | -5 | 105 | 99 | 4
O=C(CN1CCN(c2ccc(C(F)(F)F)cn2)CC1)Nc1ccc2c(c1)OCO2 | -1 | 0 | 102 | 0 | -3 | · | 103 | -23
CC(=O)NS(=O)(=O)c1cccnc1Nc1ccc(Cl)cc1 | -2 | -1 | 102 | -8 | 5 | 91 | 95 | -7
COCCSc1nnc(NC(=O)c2ccc(NC(C)=O)cc2)s1 | 2 | 0 | 85 | 4 | -22 | 91 | 92 | -9
COc1ccc(C(=O)N2CCC(C(=O)Nc3ccc(C)cc3)CC2)cc1 | 3 | 5 | 97 | 3 | 11 | 100 | 98 | 3
O=C(Nc1ccccc1C(=O)NCC1CCCO1)c1ccc(Cl)cc1Cl (stereo not given) | 0 | -9 | 103 | 8 | -1 | 105 | 102 | -2
O=C(Nc1ccccc1)Nc1ccno1 | 4 | 3 | 94 | -5 | 0 | 98 | 96 | 1
CC(C)Sc1cc(Cl)nc(NC(=O)Nc2ccccc2)n1 | 6 | -8 | 111 | -9 | -16 | 95 | 101 | -20
O=C1OC(c2ccc(Cl)cc2)=N/C1=C\c1cccnc1 | 6 | 2 | 97 | -4 | -13 | 122 | 92 | 4
CC(CC(=O)N1CCN(c2ccccc2F)CC1)c1ccccc1 (stereo not given) | 4 | 3 | 109 | 3 | 3 | 114 | 102 | 2
CCCC1OC2CC3C4CCC5=CC(=O)C=CC5(C)C4C(O)CC3(C)C2(C(=O)O)O1 (stereo not given) | 9 | -4 | 107 | -1 | -20 | 102 | 99 | -9
O=C(Nc1nnc(S(=O)(=O)Nc2ccccc2)s1)C1CCCCC1 | 0 | 0 | 95 | -1 | 8 | 100 | 99 | 2
CCOc1ccc(S(=O)(=O)N2CCOCC2)cc1NC(=O)c1ccc(N2CCCC2=O)cc1 | -3 | 9 | 99 | -12 | 9 | 105 | 96 | -2
O=C(Cn1cc(C(F)(F)F)ccc1=O)N/N=C/c1ccc(Cl)cc1 | -1 | 12 | 97 | 0 | -13 | 100 | 96 | -3
COc1ccc(OC)c(NC(=O)CN(C)S(=O)(=O)c2ccc(Cl)cc2)c1 | 1 | 3 | 96 | 3 | -5 | 122 | 98 | 1
CC(C)C[C@H](NC(=O)CCCn1nnc2ccccc2c1=O)C(=O)O | 0 | 3 | 95 | 2 | -9 | 96 | 93 | 4
CN(C(=O)/C=C/c1ccccc1)C1CCS(=O)(=O)C1 (stereo not given) | 0 | 5 | 113 | 2 | -12 | 96 | 103 | -19
CNC(=S)Nc1ccc(Br)cc1 | -1 | -5 | 109 | 7 | 2 | 120 | 93 | -6
Cc1nc2ccc(NC(=O)Cc3ccc4c(c3)OCCO4)cc2s1 | 3 | 6 | 102 | -2 | 15 | 94 | 103 | -3
Cc1ccc2nc(-c3cccc(Br)c3)cc(C(=O)NC3CC3)c2c1 | 3 | 7 | 97 | 10 | -2 | 96 | 102 | -14
COc1ccc(C(=O)NCc2nnc(SCC(=O)NC3CCCC3)o2)cc1 | -1 | 5 | 99 | 13 | -28 | 92 | 98 | -6
O=C1N(c2ccccc2)c2ccccc2C1(O)C(F)(F)F (stereo not given) | 0 | -3 | 113 | 10 | 14 | 97 | 105 | 12
CC(=O)OCC12COC3c4ccccc4OC(C)(CC1C)C3C2C (stereo not given) | 1 | 14 | 100 | 4 | -12 | 103 | 104 | -17
O=C(CCCn1c(=S)[nH]c2ccsc2c1=O)NCc1ccco1 | 5 | 2 | 94 | 7 | -2 | 102 | 92 | 3
CCOC(=O)CSc1nnc(-c2ccccc2NC(=O)c2ccccc2)o1 | 1 | 5 | 102 | 6 | -6 | 101 | 100 | 1
CCCc1nnc(SCC(=O)NC2CCCCC2)n1CCOC | -3 | -2 | 107 | -1 | -15 | 89 | 106 | -8

With a hit mark in AHR act, of those listed so far:
SMILES | AHR act | MEP2-GFP yeast | procasp3 activ | LAP4 TOR yeast | RPL19A TOR yeast | EBNA-1 inhibitor
CC(Oc1ccccc1)C(=O)N=Nc1c(O)[nH]c2ccc([N+](=O)[O-])cc12 (stereo not given) | 63* | 111 | 10 | 108 | 112 | -11
COc1ccccc1NC(=O)CSc1nnc2ccc(-c3cccnc3)nn12 | 58* | 118 | 7 | 115 | 96 | -3
